Anesthetic bind: qHTS Assay for Identification of Novel General Anesthetics; apoferritin/1-aminoanthracene competitive binding, fluorescence; 0.074% of 350,000 active; Potency, µM (titrated, usually from 77.5 µM), inactives show top-dose activity change, negative = displacement, hits mostly inhibitors; Ferritin light chain (Equus caballus), P02791; note: potency is the fitted concentration of half-maximal effect; % is set by controls: 0 for no effect and ±100 for the full control effect; nearly all actives have a fitted effect of over 20% in size
Target sequence (P02791 2-175 limits assumed): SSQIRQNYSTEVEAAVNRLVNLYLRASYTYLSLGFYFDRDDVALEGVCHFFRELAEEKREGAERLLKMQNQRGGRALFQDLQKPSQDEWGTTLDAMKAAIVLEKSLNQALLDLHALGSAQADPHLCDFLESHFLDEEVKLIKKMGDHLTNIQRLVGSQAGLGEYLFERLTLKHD
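Horse-spleen apoferritin (10 uM) in 50% saturated 1-aminoanthracene in PBS was incubated 10 min at room temperature with compound. Fluorescence (ex 380, em 535 nm) was normalized to free and bound 1-AMA, with concentration-response fitted by a four-parameter Hill equation.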
TRHR ag: qHTS for Small Molecule Agonists and Allosteric Enhancers of Human TRH Receptor: Primary Screen for Agonists. Thyrotropin-releasing hormone receptor (Homo sapiens), P34981. TRHR cells, calcium flux fluo-8, FDSS agonist mode. activation, % at 2 µM. 0.18% of 360,000 active; in the data active = activation above about 30%; note: 0% is about no effect
Target sequence (P34981 whole entry, looked up): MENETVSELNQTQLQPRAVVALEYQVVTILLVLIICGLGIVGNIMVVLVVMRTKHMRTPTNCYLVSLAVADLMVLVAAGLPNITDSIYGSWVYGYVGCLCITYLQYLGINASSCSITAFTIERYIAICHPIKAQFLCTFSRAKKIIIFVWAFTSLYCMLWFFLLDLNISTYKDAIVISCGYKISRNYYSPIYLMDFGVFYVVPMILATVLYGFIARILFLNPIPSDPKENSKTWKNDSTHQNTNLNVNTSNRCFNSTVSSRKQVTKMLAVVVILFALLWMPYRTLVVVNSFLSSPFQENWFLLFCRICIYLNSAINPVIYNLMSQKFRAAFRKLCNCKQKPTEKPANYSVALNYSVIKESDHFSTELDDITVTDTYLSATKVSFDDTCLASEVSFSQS
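Fluo-8-loaded TRHR cells; 10 s baseline, compound added, kinetic Ca2+ fluorescence read 1/s, agonist mode.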
POLK inh: qHTS for Inhibitors of Polymerase Kappa; purified Pol kappa, fluorescent DNA synthesis assay, 10 min; Potency, µM (series often up to 107 µM), for the others: at the highest dose activity, negative = inhibition, actives largely listed as inhibitors; DNA polymerase kappa (Homo sapiens), Q9UBT6; 0.53% of 400,000 active; note: potency is the fitted concentration of half-maximal effect; % is set by controls: 0 for no effect and ±100 for the full control effect
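10 nM Pol kappa preincubated 15 min at room temperature with compounds, then reaction started with substrate at 50 nM final. Fluorescence read kinetically at 0 and 10 min; buffer-only wells served as negative control.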
ERG Ets-DNA blk: qHTS for Small Molecule Inhibitors of the ERG Ets/DNA interaction. 0.028% of 370,000 active. fluorescence polarization, His-ERG Ets domain / labelled DNA. Potency, µM (highest dose often 76.9 µM), without a hit: at the highest dose FP activity, negative = inhibition, usual class: inhibitors. Transcriptional regulator ERG (Homo sapiens), P11308; active = well fitted inhibition curve with a large enough effect in the polarisation, with a control signal flat; inconclusive = small, poorly fitted or top-dose-only effect, or effect the other way, or a change in a side signal; inactive = no such curve, though single readings can be large or run the other way; the % refers to the polarisation;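 note: polarization taken with two DNA probes labelled with fluorescein and Texas red; potency is the fitted concentration of half-maximal effect; % of control where 0% means no effect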
Target sequence (P11308 whole entry, looked up, the tested form may be a part): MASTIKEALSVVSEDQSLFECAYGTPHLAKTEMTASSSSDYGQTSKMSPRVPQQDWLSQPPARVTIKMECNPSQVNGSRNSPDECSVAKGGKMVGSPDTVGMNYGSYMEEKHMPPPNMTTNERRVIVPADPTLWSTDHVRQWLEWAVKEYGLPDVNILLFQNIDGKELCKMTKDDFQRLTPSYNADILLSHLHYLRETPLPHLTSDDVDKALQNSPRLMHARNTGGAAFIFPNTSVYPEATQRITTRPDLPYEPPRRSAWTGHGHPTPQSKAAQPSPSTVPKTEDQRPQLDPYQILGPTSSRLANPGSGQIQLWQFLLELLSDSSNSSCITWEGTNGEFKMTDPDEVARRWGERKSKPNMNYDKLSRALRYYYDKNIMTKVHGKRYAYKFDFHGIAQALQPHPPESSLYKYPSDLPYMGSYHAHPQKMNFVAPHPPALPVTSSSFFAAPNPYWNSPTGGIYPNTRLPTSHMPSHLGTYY
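His-tagged ERG Ets domain (1 uM in the protein solution; 300mM KCl, 50mM Tris-HCl, 1mM EDTA, 1mM DTT, pH 7.5) received compound, then a probe mix of 5 nM fluorescein-DNA and 100nM Texas-615-DNA. Fluorescence polarization was read for both dyes.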
POLB inh: qHTS Assay for Inhibitors of DNA Polymerase Beta. P06746. Pol beta primer extension/strand displacement, fluorescence kinetic. Potency, µM (titrated, usually from 114 µM), for the others: at the highest dose activity change, negative = inhibition, usual class: inhibitors. 1.3% of 340,000 active; note: potency is the fitted concentration of half-maximal effect; % is set by controls: 0 for no effect and ±100 for the full control effect
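Pol beta (10 nM) was preincubated with compound for 15 min at room temperature. The reaction was then started with 50 nM substrate and read immediately and after a further 10 min at room temperature.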
BLM helicase inh: qHTS Assay for Inhibitors of Bloom's syndrome helicase (BLM); RecQ-like DNA helicase BLM (Homo sapiens), P54132; 0.2% of 350,000 active; recombinant BLM DNA unwinding, fluorescence dequenching; Potency, µM (titrated, usually from 56.1 µM), inactives show top-dose activity change, negative = inhibition, hits mostly inhibitors; AID 2528, 2010;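 note: potency is the fitted concentration of half-maximal effect; plate controls were vehicle for no effect and no enzyme for full effect; nearly all actives have a fitted effect of over 35% in size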
Pol iota inh: qHTS for Inhibitors of Polymerase Iota; DNA polymerase iota (Homo sapiens), Q9UNA4; Pol iota fluorescent replication assay, 10 min; Potency, µM (highest dose often 115 µM), for the others: at the highest dose activity, negative = inhibition, hits mostly inhibitors; 1% of 390,000 active; note: potency is the fitted concentration of half-maximal effect
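Fluorescent replication assay read twice, at 0 min and 10 min after adding 50 nM (final) substrate. Enzyme (10 nM) and compounds were first incubated 15 min at room temperature; enzyme-free buffer wells were negative controls.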
APEX1 inh: qHTS Assay for Inhibitors of the Human Apurinic/apyrimidinic Endonuclease 1 (APE1); Potency, µM (highest dose often 65.8 µM), inactives show at the top dose activity change, negative = inhibition, hits mostly inhibitors; 0.35% of 350,000 active; recombinant APE1, TAMRA/BHQ-2 abasic DNA cleavage fluorescence;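 note: potency is the fitted concentration of half-maximal effect; plate controls were vehicle for no effect and reference inhibitor for full effect; nearly all actives have a fitted effect of over 55% in size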
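APE1 at 0.75 nM final was preincubated with compound 15 min at room temperature, then 50 nM double-stranded THF abasic-site substrate (5'-TAMRA/3'-BHQ-2) was added. Fluorescence (ex 525/em 598 nm) was read kinetically; third-minus-first read gave activity.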
ALOX12 inh: Primary qHTS assay for inhibitors of human arachidonate 12S-lipoxygenase (ALOX12): Round 2. Polyunsaturated fatty acid lipoxygenase ALOX12 (Homo sapiens), P18054. AID 1671190, 2021. 1.1% of 580,000 active. Potency, µM (highest dose often 108 µM), inactives show top-dose activity change, negative = inhibition, hits mostly inhibitors. purified 12hLO, xylenol orange hydroperoxide absorbance; note: potency is the fitted concentration of half-maximal effect; % is set by controls: 0 for no effect and ±100 for the full control effect
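Purified human 12hLO (150 nM final) in 25 mM Hepes, 0.01% Triton X-100, pH 7.0 was preincubated 15 min at room temperature with compound. Then 40 uM arachidonic acid was added, 30 min. Hydroperoxide was read by Fe-XO absorbance ratio 573/405 nm.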
* marks the source's active call; other numbers are inactive results; [ ] = remark or other dose. Unless noted, calls come from the whole dose curve; as a rule, active = well fitted curve in the direction sought with a large enough effect; inconclusive = small, poorly fitted or top-dose-only effect, or another doubt; inactive = no such curve, though single readings can be large; an effect the other way counts as inactive or inconclusive.

How did CCOC(=O)C1CCCN(S(=O)(=O)c2ccc(C)cc2)C1 (stereo not drawn) do in these assays?
Anesthetic bind: 1%; TRHR ag: 0.6; POLK inh: -11%; ERG Ets-DNA blk: -8%; POLB inh: 1%; BLM helicase inh: 3%; Pol iota inh: -7%; APEX1 inh: 30%; ALOX12 inh: -7%

How did COc1ccc2sc(-c3ccccc3OC)c(-c3ccc(O)cc3)c2c1 do in these assays?
TRHR ag: -0.3; POLK inh: 3%; ERG Ets-DNA blk: 6%; Pol iota inh: 9%; APEX1 inh: -1%; ALOX12 inh: inconclusive

Results for O=C1c2ccccc2C(=O)N1CCc1nc2ccccc2c(=O)n1Cc1ccco1 ?
Anesthetic bind: -17%; TRHR ag: 0.8; POLK inh: -12%; ERG Ets-DNA blk: -3%; POLB inh: -15%; BLM helicase inh: 0%; Pol iota inh: 9%; APEX1 inh: -6%; ALOX12 inh: 0%

How did Cc1ccc(Cn2nc(C)c(NC(=O)C3CC3)c2C)cc1 do in these assays?
Anesthetic bind: -4%; TRHR ag: -0.2; POLK inh: -6%; ERG Ets-DNA blk: 4%; POLB inh: 1%; BLM helicase inh: 0%; Pol iota inh: -1%; APEX1 inh: 7%; ALOX12 inh: -2%

How did COc1ccc(C(=O)C[n+]2ccccc2/C=N/O)cc1 do in these assays?
Anesthetic bind: 4%; TRHR ag: 0.0; POLK inh: -11%; ERG Ets-DNA blk: -1%; POLB inh: 19%; BLM helicase inh: 3%; Pol iota inh: 9%; APEX1 inh: 5%; ALOX12 inh: 0%

What do the screens show for `Cc1[nH]n(-c2nc(-c3cccc([N+](=O)[O-])c3)cs2)c(=O)c1C`?
Anesthetic bind: -9%; TRHR ag: 0.6; POLK inh: -8%; ERG Ets-DNA blk: -1%; POLB inh: -57%; BLM helicase inh: 5%; Pol iota inh: 1%; APEX1 inh: 17%; ALOX12 inh: 3%

How did COC(=O)c1sc(N)c(C(=O)OC)c1COC(=O)[C@@H](NS(=O)(=O)c1cccc(Cl)c1)C(C)C do in these assays?
Anesthetic bind: 3%; TRHR ag: -0.6; POLK inh: -11%; ERG Ets-DNA blk: 2%; POLB inh: 28%; BLM helicase inh: -1%; Pol iota inh: 3%; APEX1 inh: 31%[activator]; ALOX12 inh: -1%

What do the screens show for `COc1cccc(C(=O)NCCCNC(=O)c2ccco2)c1`?
Anesthetic bind: -2%; TRHR ag: 1.4; POLK inh: 6%; ERG Ets-DNA blk: 2%; POLB inh: 55%; BLM helicase inh: 2%; Pol iota inh: 15%; APEX1 inh: -6%; ALOX12 inh: 3%

What do the screens show for `N#Cc1ccc(C=NN2CCCCCC2)cc1`?
POLK inh: -12%; ERG Ets-DNA blk: 5%; Pol iota inh: 71%[activator]; ALOX12 inh: -17%

What do the screens show for `COc1ccc(N(CC(=O)NN=C2CCCCCCC2)S(=O)(=O)c2ccccc2)cc1Cl`?
Anesthetic bind: -16%; TRHR ag: -0.3; POLK inh: -10%; ERG Ets-DNA blk: 0%; POLB inh: 7%; BLM helicase inh: -9%; Pol iota inh: 7%; APEX1 inh: 5%; ALOX12 inh: 9%

The closing 2 records of the part before open the next one:
What do the screens show for `N#Cc1ccc(C=NN2CCCCCC2)cc1`?
POLK inh: -12%; ERG Ets-DNA blk: 5%; Pol iota inh: 71%[activator]; ALOX12 inh: -17%

What do the screens show for `COc1ccc(N(CC(=O)NN=C2CCCCCCC2)S(=O)(=O)c2ccccc2)cc1Cl`?
Anesthetic bind: -16%; TRHR ag: -0.3; POLK inh: -10%; ERG Ets-DNA blk: 0%; POLB inh: 7%; BLM helicase inh: -9%; Pol iota inh: 7%; APEX1 inh: 5%; ALOX12 inh: 9%

Results for CCOc1ccc2[nH]c(=O)c(CN(CCN3CCCC3)C(=S)Nc3ccccc3OC)cc2c1 ?
Anesthetic bind: 2%; TRHR ag: -0.1; POLK inh: 3%; ERG Ets-DNA blk: -1%; POLB inh: 3%; BLM helicase inh: -9%; Pol iota inh: 28%; APEX1 inh: -4%; ALOX12 inh: inconclusive

Results for CC(=O)N(C)c1cccc(-c2ccc3nnc(C)n3n2)c1 ?
Anesthetic bind: 6%; TRHR ag: -0.3; POLK inh: -3%; ERG Ets-DNA blk: 7%; POLB inh: 37%; BLM helicase inh: -13%; Pol iota inh: 15%; APEX1 inh: 12%

How did Cn1c(=O)oc2cc(S(=O)(=O)Nc3ccc(Cl)cc3F)ccc21 do in these assays?
Anesthetic bind: 5%; TRHR ag: -0.4; POLK inh: -16%; ERG Ets-DNA blk: 16%; POLB inh: 19%; BLM helicase inh: 5%; Pol iota inh: -14%; APEX1 inh: -4%; ALOX12 inh: 382%[activator]

What do the screens show for `COc1ccccc1N1CCN(C2CCCN(C(=O)c3cscn3)C2)CC1` (stereo not drawn)?
Anesthetic bind: 0%; TRHR ag: 0.0; POLK inh: 6%; ERG Ets-DNA blk: -2%; POLB inh: 1%; BLM helicase inh: 2%; Pol iota inh: 6%; APEX1 inh: 29%; ALOX12 inh: -8%

What do the screens show for `COc1ccc(NC(=O)NC(C)c2c(-n3cccc3)sc(C)c2C)cc1OC` (stereo not drawn)?
Anesthetic bind: -17%; TRHR ag: -0.1; POLK inh: 5%; ERG Ets-DNA blk: 3%; POLB inh: 0%; BLM helicase inh: -14%; Pol iota inh: 29%; ALOX12 inh: -2%

How did CCCNC(=O)N1CCN(Cc2ccco2)CC1 do in these assays?
Anesthetic bind: -3%; TRHR ag: 1.2; POLK inh: -16%; ERG Ets-DNA blk: 4%; POLB inh: 3%; BLM helicase inh: -3%; Pol iota inh: 15%; APEX1 inh: 5%; ALOX12 inh: 5%

Results for NC1=NC(=O)/C(=C/c2ccc(OCC(=O)O)cc2)S1 ?
Anesthetic bind: 6%; TRHR ag: 0.3; POLK inh: 0%; ERG Ets-DNA blk: 3%; POLB inh: -22%; BLM helicase inh: -3%; Pol iota inh: -6%; APEX1 inh: 29%; ALOX12 inh: inconclusive

How did Cn1c(CN2CCOCC2)nnc1SCc1ccc(C#N)cc1 do in these assays?
Anesthetic bind: -3%; TRHR ag: 0.2; POLK inh: 9%; ERG Ets-DNA blk: 5%; POLB inh: -11%; BLM helicase inh: -1%; Pol iota inh: -7%; APEX1 inh: 3%; ALOX12 inh: 0%

What do the screens show for `CC(=O)C1=C(c2ccccc2)NC(=S)NC1c1ccc(O)c(O)c1` (stereo not drawn)?
Anesthetic bind: -19%; TRHR ag: 0.4; POLK inh: -49%; ERG Ets-DNA blk: 12%; POLB inh: 4µM*; BLM helicase inh: -16%; Pol iota inh: 18µM*; APEX1 inh: 13µM*; ALOX12 inh: inconclusive

What do the screens show for `Cc1ccc(Oc2ccc(OCC(=O)NC(CC(C)C)C(=O)O)cc2)cc1` (stereo not drawn)?
Anesthetic bind: -3%; TRHR ag: 0.1; POLK inh: -23%; ERG Ets-DNA blk: 5%; POLB inh: 21%; BLM helicase inh: -2%; Pol iota inh: 77%[activator]; APEX1 inh: -7%; ALOX12 inh: -3%

What do the screens show for `Cc1ccc(-n2nnnc2SCC(=O)Nc2cccc(NC(=O)c3ccco3)c2)cc1C`?
Anesthetic bind: inconclusive; TRHR ag: -0.1; POLK inh: 9%; ERG Ets-DNA blk: 1%; POLB inh: 14%; BLM helicase inh: -13%; Pol iota inh: 22%; APEX1 inh: -7%; ALOX12 inh: 26%

What do the screens show for `COc1ccc(-n2c(C)cc(=O)c3c2CC(C)(C)CC3=O)cc1`?
Anesthetic bind: -16%; TRHR ag: 0.2; POLK inh: -5%; ERG Ets-DNA blk: -3%; POLB inh: 17%; BLM helicase inh: 0%; Pol iota inh: 15%; APEX1 inh: 0%; ALOX12 inh: 13%

Results for Cc1cc(CCCCCCCCc2cc(C)cc(=O)o2)oc(=O)c1 ?
Anesthetic bind: -8%; TRHR ag: -0.5; POLK inh: -4%; ERG Ets-DNA blk: -27%; POLB inh: 0%; BLM helicase inh: 3%; Pol iota inh: 43%[activator]; APEX1 inh: 3%; ALOX12 inh: 23%

What do the screens show for `Cc1ccc(N(Cc2cccs2)C(=O)Nc2cccc(Cl)c2)cc1`?
Anesthetic bind: -4%; TRHR ag: 1.9; POLK inh: -25%; ERG Ets-DNA blk: 5%; POLB inh: inconclusive; BLM helicase inh: -7%; Pol iota inh: 11%; ALOX12 inh: -18%

What do the screens show for `Cc1ccc(NC(=S)N(CCCN2CCCC(C)C2)Cc2ccco2)cc1C` (stereo not drawn)?
Anesthetic bind: inconclusive; TRHR ag: 0.3; POLK inh: 8%; ERG Ets-DNA blk: -11%; POLB inh: 41%[activator]; BLM helicase inh: -3%; Pol iota inh: 20%; APEX1 inh: -1%; ALOX12 inh: 384%[activator]

How did COc1ccc(-c2nn(C)c3sc(C(=O)Nc4cccc(F)c4)cc23)cc1OC do in these assays?
Anesthetic bind: 474%[activator]; TRHR ag: -0.7; POLK inh: -6%[60.1 µM]; ERG Ets-DNA blk: inconclusive; POLB inh: 1%; BLM helicase inh: -15%; Pol iota inh: 5%; ALOX12 inh: -12%

A portion of the library; count on the stated rates, not on these rows.
